Source: PubChem (several laboratories)
HDAC3 inhib = HDAC3 deacetylase inhibitors, primary screen, biochemical, fluorescence, cell-free homogeneous; Histone deacetylase 3 (Homo sapiens), O15379; recombinant HDAC3, fluorogenic peptide/trypsin coupled; inhibition, % at 8.3 µM; 320,000 compounds, 0.15% hits; in the data active = inhibition above about 26%, passing the limit was not always enough
TMEM16A inh = TMEM16A chloride channel inhibitors, primary screen, cell-based, HTS; 310,000 compounds, 1.2% hits; Anoctamin-1 (Mus musculus), Q8BHY3; HEK293 TMEM16A/YFP iodide influx fluorescence, ionomycin; normalized B-score (activity score, 25-100; higher = stronger inhibition) at 10 µM; AID 588511, 2011;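 active = ratio plate-corrected score three or more library SD toward inhibition, starting fluorescence score within five deviations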;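 also: score derived from kinetic fluorescence span divided by baseline fluorescence per well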
Target sequence (Q8BHY3 whole entry, looked up): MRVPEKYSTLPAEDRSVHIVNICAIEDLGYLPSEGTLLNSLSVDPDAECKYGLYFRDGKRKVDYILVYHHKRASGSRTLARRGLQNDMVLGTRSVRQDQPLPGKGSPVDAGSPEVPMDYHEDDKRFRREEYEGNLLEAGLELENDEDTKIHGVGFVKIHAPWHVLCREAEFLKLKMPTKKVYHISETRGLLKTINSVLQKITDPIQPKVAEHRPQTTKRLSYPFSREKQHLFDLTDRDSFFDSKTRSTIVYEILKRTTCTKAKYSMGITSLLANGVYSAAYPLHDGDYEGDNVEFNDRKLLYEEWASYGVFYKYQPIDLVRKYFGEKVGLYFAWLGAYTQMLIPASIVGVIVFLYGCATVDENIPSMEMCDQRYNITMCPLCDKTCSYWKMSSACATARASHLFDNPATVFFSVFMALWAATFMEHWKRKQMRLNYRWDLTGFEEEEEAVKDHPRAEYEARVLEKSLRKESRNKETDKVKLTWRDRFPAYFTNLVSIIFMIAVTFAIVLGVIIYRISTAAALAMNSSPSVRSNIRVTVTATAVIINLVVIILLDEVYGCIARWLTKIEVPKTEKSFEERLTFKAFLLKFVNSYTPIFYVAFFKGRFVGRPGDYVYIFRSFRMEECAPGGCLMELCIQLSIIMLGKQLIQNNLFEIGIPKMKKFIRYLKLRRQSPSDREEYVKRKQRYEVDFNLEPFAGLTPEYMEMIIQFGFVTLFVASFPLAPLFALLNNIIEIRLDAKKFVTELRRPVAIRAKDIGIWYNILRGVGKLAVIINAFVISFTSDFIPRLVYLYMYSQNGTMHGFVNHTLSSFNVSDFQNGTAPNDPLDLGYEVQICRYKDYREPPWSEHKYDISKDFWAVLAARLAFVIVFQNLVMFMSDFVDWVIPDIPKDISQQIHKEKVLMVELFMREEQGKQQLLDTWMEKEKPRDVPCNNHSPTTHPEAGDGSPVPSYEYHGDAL
hERG rescue = hERG rescue from dofetilide block, primary screen, cell-based, CHO-hERG, FluxOR thallium flux, dofetilide IC70; dofetilide IC70 present; activation (rescue from dofetilide block), less the hit threshold, % at 10 µM; 310,000 compounds, 0.51% hits; AID 1511, 2009;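 active = activation above the mean of controls blocked by dofetilide plus 5 SD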;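 also: thallium influx through hERG after potassium depolarization seen as dye fluorescence rise; in these data hits start at about 4.7%; inactives centre near -7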
KCNK3 inh = human KCNK3 channel inhibitors, primary screen, CHO cells, FluxOR thallium flux, B-score. Potassium channel subfamily K member 3 (Homo sapiens), O14649. FluxOR fluorescence; stronger effect = lower value. B-score at 10 µM. 340,000 compounds, 0.84% hits;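 active = B-score under library mean minus 4 SD, starting fluorescence ratio at most library mean plus 5 SD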;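 also: more negative B-score means stronger inhibition of thallium flux through KCNK3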
RGS4 pot = RGS4 potentiators or activators, primary screen, cell-based, HEK293 M3R inducible RGS4, calcium flux; carbachol calcium flux Fluo4; stronger effect = lower value; B-score at 10 µM; 310,000 compounds, 0.92% hits;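 active = B-score of the integrated calcium signal more than 4 SD below the library mean, with starting fluorescence not abnormally high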;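 also: negative B-score means reduced calcium response which marks RGS4 activation or potentiation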
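Material: Inducible-RGS4 HEK293 cells carrying M3 receptor; also added: carbachol at ECmax as muscarinic agonist stimulus; incubation: compound preincubation 20 min at room temperature before agonist; signal: Fluo4-AM (2 µM) calcium-flux fluorescence, kinetic read; measure: integrated calcium ratio converted to B score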
KCNK9 inh = KCNK9 potassium channel inhibitors, primary screen, HEK293 cells, thallium flux; Potassium channel subfamily K member 9 (Homo sapiens), Q9NPC2; FluxOR thallium flux fluorescence; stronger effect = lower value; B-score at 10 µM; 310,000 compounds, 1.2% hits; AID 488922, 2010;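 active = ratio B-score over 3 SD below the library mean, with starting fluorescence within 5 SD of its mean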;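 also: negative B-score means less thallium flux so channel inhibition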
RGS4 inh = RGS4 inhibitors, primary screen, cell-based, HEK293 M3R inducible RGS4, calcium flux. 310,000 compounds, 0.45% hits. Regulator of G-protein signaling 4 (Homo sapiens), P49798. B-score at 10 µM. Fluo-4 calcium flux; stronger effect = higher value; triggered by carbachol at its EC20;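 active = B-score, a plate-corrected calcium signal, over three deviations above library mean, with baseline fluorescence within five deviations of library mean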;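 also: RGS4 expression induced by doxycycline in cells with stable M3 receptor; B-score is computed from the integrated fluorescence ratio over baseline after carbachol; higher B-score means a larger calcium signal and so more RGS4 inhibition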
KCNQ1 block = inhibitors of human KCNQ1 channel, primary screen, cell-based, thallium flux, high-throughput | 310,000 compounds, 1.3% hits | Potassium voltage-gated channel subfamily KQT member 1 (Homo sapiens), P51787 | B-score at 10 µM | CHO-K1 KCNQ1, FluxOR thallium flux fluorescence; stronger effect = higher value;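 active = compounds whose thallium flux B-score, printed positive for inhibition, exceeds three library SD while starting fluorescence stays within three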;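 also: channel opened by potassium depolarization with thallium stimulus after 20 min compound exposure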
ANO1 activ = TMEM16A chloride channel activators or potentiators, primary screen, cell-based, HTS | Anoctamin-1 (Mus musculus), Q8BHY3 | HEK293 TMEM16A/YFP-H148Q/I152L, iodide quench fluorescence; stronger effect = lower value | B-score at 10 µM | 340,000 compounds, 0.3% hits;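 active = fluorescence-ratio B-score plate-corrected deviation score at least 3 library SD below zero, with starting fluorescence score within 5 deviations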;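 also: channel opened by trigger with iodide after compound preincubation; score built on the fluorescence ratio of max minus min over baseline; more negative score means more quench and so TMEM16A activation or potentiation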
KCNQ1 act = potentiators or activators of KCNQ1 channel, primary screen, cell-based, thallium flux, high-throughput; Potassium voltage-gated channel subfamily KQT member 1 (Homo sapiens), P51787; CHO-K1 KCNQ1, thallium flux FluxOR fluorescence; stronger effect = higher value; B-score at 10 µM; 310,000 compounds, 0.35% hits; AID 2648, 2010;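 active = fluorescence ratio B-score, a plate-corrected score, at least three library SD, with initial intensity B-score within 5 SD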
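assay system = KCNQ1-transfected CHO-K1 cells | medium = assay buffer with matched DMSO | probe or stimulus = depolarizing K+/Tl+ stimulus, K2SO4 and Tl2SO4 each 12.5 mM in 5x stock | dosing = single dose | incubation = dye 90 min, compound 20 min, room temperature | detection = kinetic FluxOR fluorescence, 10 s baseline plus 110 s post-stimulus | evaluation = ratio B score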
SKKanGAS inh = S. pyogenes SKKanGAS growth inhibitors in kanamycin, primary screen, streptokinase expression inhibitor project, SKKanGAS strain, BacTiter-Glo luminescence. 300,000 compounds, 1.3% hits. inhibition, % at 7.5 µM. AID 1662, 2009. 6 h;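 active = mean replicate score, as percent of positive control median, at least 50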;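 also: strain carries kanamycin resistance gene driven by streptokinase promoter and grows in 40 µg/ml kanamycin; loss of luminescence reflects streptokinase promoter inhibition or plain growth inhibition; 0% = median of DMSO wells and 100% = positive control at its reference dose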
* marks the source's active call; other numbers are inactive results; i = inactive; . = no result given.

SMILES	HDAC3 inhib	TMEM16A inh	hERG rescue	KCNK3 inh	RGS4 pot	KCNK9 inh	RGS4 inh	KCNQ1 block	ANO1 activ	KCNQ1 act	SKKanGAS inh
O=C1C(=O)N(Cc2cccnc2)C(c2ccccn2)/C1=C(/O)c1ccccc1 (stereo not given)	2	i	-10	i	i	i	i	i	i	i	2
CCCCC(=O)Nc1ccc(NC(=O)C2CC2)cn1	-6	i	-2	i	i	i	i	i	i	i	11
C=CC[n+]1c(C)csc1Nc1cccc(Br)c1	1	i	-14	i	i	-6.6*	i	i	i	i	4
CC(=O)Nc1ccc(NC(=S)NC(=O)C2CC2)cc1	-4	i	-5	i	i	i	i	i	i	i	-1
Cc1cc(N/N=C/c2ccccc2O)nc(N2CCOCC2)n1	2	i	-6	i	i	i	i	i	i	i	1
Cc1ccc(NC(=O)Cn2cc(C(=O)C3CC3)c3ccccc32)c(C)c1	-1	i	-3	i	i	i	i	i	i	i	-1
CCOC(=O)C1=C(C)N(C)C(=O)NC1c1ccc2c(c1)OCO2 (stereo not given)	0	i	-6	i	i	i	i	i	i	i	-4
Cc1cccc(C(=O)Nc2nnc(S(=O)(=O)N(C)Cc3ccco3)s2)c1	-2	i	-9	i	i	i	i	i	i	i	8
C[C@@H](O)C1NC(=O)[C@H](CCCCN)NC(=O)c2cc([N+](=O)[O-])cc(I)c2OCC[C@@H](C(N)=O)NC1=O (stereo not given in full)	3	i	-4	i	i	i	i	i	i	i	-2
Cc1cc(C)c2c(CN3CCOCC3)cc(=O)oc2c1C	4	i	-14	i	i	i	i	i	i	i	3
N#CC1=C(N)N(c2ccccc2)C(c2cccc([N+](=O)[O-])c2)C1(C#N)C#N (stereo not given)	0	i	-13	i	i	i	i	i	i	i	8
CC1CCC2C(=O)N(c3cccc(C(=O)Nc4ccc(F)cc4)c3)C(=O)C2C1 (stereo not given)	1	i	-10	i	i	i	i	i	i	i	3
COc1cc(C(=O)NC(=S)Nc2cccc3nc(C)ccc23)cc(OC)c1OC	3	i	-10	i	i	i	i	i	i	i	4
O=C(c1ccc(CS(=O)Cc2ccc(Cl)cc2)o1)N1CCN(c2ccc(F)cc2)CC1 (stereo not given)	7	i	-9	i	i	i	i	i	i	i	9
NS(=O)(=O)c1ccc(N/C=C\C(=O)c2ccncc2)cc1	-2	i	-8	i	i	i	i	i	i	i	3
Cc1ccc(C)c(-c2cc(C(=O)NC3CC3)c3ccccc3n2)c1	8	i	-18	i	i	i	i	i	i	i	.
Oc1c(Cl)cc(Cl)cc1C=Nc1ccc2c(c1)OCCO2	0	i	1	i	i	i	i	i	i	8*	5
COC(=O)c1ccc(/C=C(\C#N)C(=O)NC(C)c2ccccc2)cc1 (stereo not given)	3	i	-11	i	i	i	i	i	i	i	-2
CN(C)S(=O)(=O)Nc1ccc(NS(=O)(=O)N(C)C)c(S(=O)(=O)c2ccccc2)c1	4	i	-12	i	i	i	i	i	i	i	9
COc1ccc(-c2cc(C(F)(F)F)n3nc(C(=O)NCc4ccco4)cc3n2)cc1OC	0	i	-19	i	i	i	8.2*	i	i	i	2
CCCCc1ccc(N2C(=NC(=O)C3CCCO3)SC3CS(=O)(=O)CC32)cc1 (stereo not given)	0	i	-8	i	i	i	i	i	i	i	-2
COC(=O)c1sccc1NC(=O)CSCCc1ccncc1	.	i	-12	i	i	i	i	i	i	i	-6
CCCn1cnc2cc(NCc3cccc(OC)c3O)ccc21	1	i	-15	i	i	i	i	i	i	i	14
O=C(NNC(=O)c1cccc2ccccc12)c1ccc2c(c1)OCO2	-1	i	-18	i	i	i	i	i	i	i	-2
COc1ccccc1NC(=O)COC(=O)c1c[nH]c(=O)[nH]c1=O	3	i	-8	i	i	i	i	i	i	i	9
Next section:
SMILES	HDAC3 inhib	TMEM16A inh	hERG rescue	KCNK3 inh	RGS4 pot	KCNK9 inh	RGS4 inh	KCNQ1 block	ANO1 activ	KCNQ1 act	SKKanGAS inh
O=C(c1ccccc1)c1c[nH]c2ccccc12	1	i	-6	i	i	i	i	i	i	i	1
Cc1nc2cc(C)c(C)cc2s1	9	i	-5	i	i	i	i	i	i	i	7
COc1ccccc1CN1CCC(CNS(=O)(=O)c2cc(-c3onc(C)c3C)ccc2OC)CC1	6	i	-9	i	-8*	i	i	i	i	i	-9
COc1ccc(OC)c(CCNC(=O)Cn2nc(C)c3c(C)n(-c4ccccc4)nc3c2=O)c1	1	i	-2	i	i	i	i	i	i	i	-9
COc1cc(/C=C2/C(=N)N3C=CSC3=NC2=O)ccc1OCCCOc1c(C)cccc1C	-2	i	-11	i	i	i	i	i	i	i	6
CCOC(=O)c1sc(NC(=O)C2=COCCO2)c(C#N)c1C	.	i	0	i	i	i	i	i	i	i	2
Cc1ccc(C#N)c(SCc2cccc(Br)c2)n1	9	i	-4	i	i	-12*	i	i	i	i	-3
COc1cc(/C=N/NC(=O)c2csc3c2CCCC3)ccc1OCCN1CCOCC1	9	i	-7	i	i	i	i	i	i	i	0
CC12CCC(C(=O)NCc3ccco3)(OC1=O)C2(C)C (stereo not given)	8	i	-2	i	i	i	i	i	i	i	-7
O=C(C1=C[C@H](c2ccccc2)C[C@H](OCCCCO)O1)N1CCOCC1	5	i	-6	i	i	i	i	i	i	i	-1
COc1ccc(CCN2C(=S)N(c3ccccc3)C(=O)C2CC(=O)O)cc1OC (stereo not given)	0	i	-1	i	i	i	i	i	i	i	8
COC(=O)c1ccc(Cl)c(NC(=O)Cc2ccccc2[N+](=O)[O-])c1	-7	i	-3	i	i	i	i	i	i	i	4
COC(=O)/C=c1\sc2n(c1=O)C(C)=CC(C)(C)N=2	4	i	-8	i	i	i	i	i	i	i	5
COC(=O)Nc1ccc(S(=O)(=O)N2CCC(C(=O)N3CCC(C)CC3)CC2)cc1	-1	i	-3	i	i	i	i	i	i	i	-4
CN(C)c1ccc(C=C(c2nnnn2-c2ccccc2)c2nnnn2-c2ccccc2)cc1	5	i	0	i	i	i	i	i	i	i	5
COc1ccc(C(=O)N2CCOC2CNC(=O)C(=O)NCc2ccco2)cc1 (stereo not given)	4	i	-3	i	i	i	i	i	i	i	0
COc1cc2ncnc(NCc3ccc(F)cc3)c2cc1OC	3	i	-2	i	i	i	i	i	i	i	-4
Cc1ccc([C@@H]2[C@@H]3C(=O)N(c4ccccc4)C(=O)[C@@H]3[C@]3(C)C(=O)N(Cc4ccccc4)CC(=O)N23)o1	-5	i	-10	i	i	i	i	i	i	i	1
COc1ccc(C(CNC(=O)C(Cc2ccccc2)NC(N)=O)N(C)C)cc1 (stereo not given)	1	i	-4	i	i	i	i	i	i	i	-3
O=C(CCc1ccccc1)OCC(=O)c1ccc([N+](=O)[O-])cc1	0	i	-10	i	i	i	i	i	i	i	-3
Cc1ncc(CO)c(/C=N/N=C/c2ccccc2O)c1O	2	i	-12	i	i	i	i	i	i	i	3
O=C(NCCc1ccccc1)C1c2ccccc2C(=O)N1C1CC1 (stereo not given)	1	i	-18	i	i	i	i	i	i	i	7
CCN1C(=O)CC(N2CCC(c3nc4ccccc4[nH]3)CC2)C1=O (stereo not given)	1	i	-19	i	i	i	i	6*	i	i	9
CCOc1ccccc1OC(=O)CN1C(=O)c2ccccc2C1=O	-2	i	-4	i	i	i	i	i	i	i	3
CC(C)(C)CN1C(=O)C(=O)NC[C@H]1Cc1ccc(O)cc1	3	i	-5	i	i	i	i	i	i	i	-7
The listing continues.
SMILES	HDAC3 inhib	TMEM16A inh	hERG rescue	KCNK3 inh	RGS4 pot	KCNK9 inh	RGS4 inh	KCNQ1 block	ANO1 activ	KCNQ1 act	SKKanGAS inh
CCOc1ccc(CCNC(=O)C2CCCN(S(=O)(=O)N3CCOCC3)C2)cc1OCC (stereo not given)	.	i	-5	i	i	i	i	i	i	i	-3
CC(C)CNS(=O)(=O)c1ccc(C(=O)Nc2ccc3c(c2)OCO3)cc1	-9	i	-2	i	i	i	i	i	i	i	3
CCOC(=O)C1=C(C)OC(N)=C(C(=O)OCC)C1c1ccncc1 (stereo not given)	4	i	-4	i	i	i	i	i	i	i	-1
COc1cccc(CN2CCN(C(=O)c3cccs3)CC2)c1OC	7	i	-7	i	i	i	i	i	i	i	-1
O=C(CN1CCCCC1)N1CCN(C(=O)CN2CCCCC2)CC1	.	.	-8	.	i	i	i	i	.	i	1
Nc1cc(=O)[nH]c(SCC(=O)Nc2ccc([N+](=O)[O-])cc2)n1	.	i	-7	i	i	i	i	i	i	i	1
O=C(NC1CCCCC1)C(c1ccc(Cl)cc1)N(C(=O)c1ccccn1)c1cccnc1 (stereo not given)	-4	i	-8	.	i	i	i	i	.	i	1
CCOc1cc(/C=C2/NC(=O)N(CC(=O)Nc3cccc(C)c3)C2=O)ccc1OC	-2	i	-8	i	i	i	i	i	i	i	2
COc1ccc(-n2ccnc2SCC(=O)NO)cc1	2	i	-15	i	i	i	i	i	i	i	-4
CCOC(=O)N1CCC(N(CCN(C)C)C(=S)Nc2cccc(Cl)c2)CC1	-9	i	-13	i	i	i	i	i	i	i	-5
C=CCOc1c(Cl)cc(CNCCC)cc1Cl	6	i	-9	i	i	i	i	i	i	i	-4
CCOc1ccc(/C=C2\C(=O)c3ccccc3OC2c2ccccc2)cc1 (stereo not given)	-4	i	-16	i	i	i	i	i	i	i	9
O=C(NC12CC3CC(CC(C3)C1)C2)c1cccc([N+](=O)[O-])c1	-4	i	-4	i	i	i	i	i	i	i	0
CCCC(=O)Nc1cc(C(=O)O)ccc1Sc1ccccc1	1	i	-14	i	i	i	i	i	i	i	1
CN(CC(=O)Nc1ccccc1C(F)(F)F)C(=O)CSCc1ccc(Cl)c(Cl)c1	4	i	-13	i	i	i	i	i	i	i	-13
